CRE-bla Fsk: modulators of forskolin-stimulated CRE signaling in CHO cells. Potency, µM (series often up to 38.2 µM), for the others: at the top dose activity change, negative = inhibition, actives largely listed as activators. hit rate 2.5% among 71,000. AID 662. CHO CRE-bla reporter (cAMP response element driving beta-lactamase), forskolin EC10, beta-lactamase ratio; active = well fitted activation curve with a large enough effect in the signal ratio, with a control signal flat, not every such curve was filed as active; inconclusive = small, poorly fitted or top-dose-only effect, or effect the other way, or a change in a side signal; the % refers to the signal ratio; also: potency is read from the fitted curve at half-maximal effect; % of control where 0% means no effect
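CRE-bla CHO reporter cells treated with compound titration plus EC10 NKH 477 (water-soluble forskolin), incubated 3 h at 37 °C; CCF4 loading 2 h at room temperature, 460/530 nm emission ratio read, AC50 values derived for positive or negative modulators.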
BRCT PPI red: disrupts BRCA1 BRCT binding to phosphoprotein, red fluorophore readout; P38398; Potency, µM (doses to about 76.9 µM), for the others: top-dose activity change, negative = inhibition, usual class: inhibitors; BRCT-phosphopeptide binding, red fluorescence polarization; hit rate 0.03% among 75,000; AID 892; also: % is scaled to controls: 0 for no effect and ±100 for the full control effect
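Fluorescence polarization: 100 nM His-tagged BRCA1 BRCT with 100 nM TAMRA-labelled phospho-BACH1 decapeptide, phosphate buffer pH 7.3 with 150 mM NaCl, DTT, 0.01% Tween 20; 12 min RT. Binding inhibition seen as FP decrease.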
A350 autofl: compound fluoresces in the Alexa 350 spectral region; max dye-equivalent concentration, M; hit rate 11% among 59,000; AID 590; Compound autofluorescence, 340/450 nm, Alexa 350 dye-equivalents; active compounds read high; in the data active = max dye-equivalent concentration above about 10 nM; inconclusive = mostly about 1.1 nM to 9.6 nM
HEK293 cAMP cs: counter-screen for TSHR agonists: cAMP increase in parental HEK293; Potency, µM (top dose mostly 57.1 µM), without a hit: top-dose activation, most hits filed as activators; parental HEK293 CNG cAMP sensor, membrane potential fluorescence; hit rate 2.5% among 73,000; AID 938; also: potency is read from the fitted curve at half-maximal effect; % of control where 0% means no effect; nearly all actives have a fitted effect of over 55% in size
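Counterscreen for endogenous-receptor signalling: CNG-channel HEK 293 cells report cAMP rise by membrane depolarization. After 60 min dye equilibration with 100 uM RO 20-1724, compounds incubated 30 min before bottom-read fluorescence at 590 nm.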
USP2a inhib: inhibitors of human ubiquitin-specific protease USP2a; O75604; USP2a enzymatic assay, qHTS inhibition; Potency, µM (series often up to 38.3 µM), without a hit: at the highest dose activity change, negative = inhibition, hits mostly inhibitors; hit rate 0.1% among 60,000; AID 927;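 also: potency is read from the fitted curve at half-maximal effect; nearly all actives have a fitted effect of over 60% in size; plate controls were DMSO for no effect and NEM full inhibition control for full effect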
Target sequence (O75604 whole entry, looked up): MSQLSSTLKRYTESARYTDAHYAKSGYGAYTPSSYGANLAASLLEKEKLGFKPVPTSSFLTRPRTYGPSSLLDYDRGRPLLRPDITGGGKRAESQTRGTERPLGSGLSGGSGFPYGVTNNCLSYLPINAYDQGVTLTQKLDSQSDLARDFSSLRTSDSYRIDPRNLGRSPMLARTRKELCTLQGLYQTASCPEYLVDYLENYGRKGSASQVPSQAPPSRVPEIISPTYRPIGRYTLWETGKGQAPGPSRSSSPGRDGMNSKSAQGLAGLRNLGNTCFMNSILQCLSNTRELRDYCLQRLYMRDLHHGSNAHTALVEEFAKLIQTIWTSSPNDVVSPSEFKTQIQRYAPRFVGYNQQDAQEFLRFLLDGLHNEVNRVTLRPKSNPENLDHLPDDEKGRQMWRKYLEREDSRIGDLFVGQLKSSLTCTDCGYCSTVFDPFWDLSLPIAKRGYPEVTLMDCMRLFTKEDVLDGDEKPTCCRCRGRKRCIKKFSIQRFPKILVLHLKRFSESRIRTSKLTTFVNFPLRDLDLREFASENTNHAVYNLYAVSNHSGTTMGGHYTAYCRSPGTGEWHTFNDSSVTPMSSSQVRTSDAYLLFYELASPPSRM
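USP2 core (20nM final) preincubated 30 min RT with compound, then Ub-PLA2 20nM and NBD C6-HPC 20uM final added; buffer 20mM Tris-HCl pH 8.0, 2mM CaCl2. Fluorescence Ex 460/Em 535 read at 0 and 2.5 h; normalized to NEM.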
BRCT PPI green: blocks human BRCA1 BRCT binding to phosphopeptide, green readout; P38398; BRCA1 BRCT-phosphopeptide binding, green fluorescence polarization; Potency, µM (highest dose often 76.9 µM), for inactives: top-dose activity change, negative = inhibition, actives largely listed as inhibitors; hit rate 0.05% among 75,000; AID 875;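 also: potency is read from the fitted curve at half-maximal effect; plate controls were peptide without protein for full effect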
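Compounds were incubated for 12 min at room temperature with a complex of 100 nM fluorescein-tagged pBACH1 decapeptide and 250 nM His-tagged BRCT protein. Buffer was phosphate pH 7.3 with EDTA, DTT and Tween 20. Disruption of binding lowers the polarization signal.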
Tau filament bind: binders of human tau filaments. hit rate 2% among 71,000. Potency, µM (series often up to 57.1 µM), for inactives: top-dose activity change, negative = inhibition. AID 596. P10636. recombinant tau filaments, thioflavin S fluorescence, 15 h; filaments grown with octadecylsulfate alongside compound;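 also: potency is read from the fitted curve at half-maximal effect; % is scaled to controls: 0 for no effect and ±100 for the full control effect; actives lower thioflavin S fluorescence by blocking filaments or displacing dye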
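His-tagged recombinant human tau (exons 2, 3, 10; 1 uM final) fibrillized with 30 uM sodium octadecylsulfate, 15 h at 37 C, in pH 7.4 HEPES buffer with 10 uM thioflavine S and 5 mM DTT. Reduced ThS fluorescence (450/510 nm) marks activity.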
Caspase-7 inhib: allosteric or competitive inhibitors of human caspase-7 | AID 889 | recombinant caspase-7, Ac-DEVD-AFC fluorescence rate | P55210 | Potency, µM (doses to about 57.5 µM), for the others: top-dose activity change, negative = inhibition, most hits filed as inhibitors | hit rate 0.02% among 75,000; active = well fitted inhibition curve with a large enough effect in the main read-out, with a control signal flat, not every such curve was filed as active; inconclusive = small, poorly fitted or top-dose-only effect, or a change in a side signal; also: potency is read from the fitted curve at half-maximal effect; % of control where 0% means no effect
Target sequence (P55210 24-198 limits assumed): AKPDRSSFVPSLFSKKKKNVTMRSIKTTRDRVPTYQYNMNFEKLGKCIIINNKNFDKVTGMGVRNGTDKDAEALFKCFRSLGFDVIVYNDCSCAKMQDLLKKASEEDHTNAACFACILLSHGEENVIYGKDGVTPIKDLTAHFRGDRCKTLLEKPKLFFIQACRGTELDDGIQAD
Target sequence (P55210 207-303 limits assumed): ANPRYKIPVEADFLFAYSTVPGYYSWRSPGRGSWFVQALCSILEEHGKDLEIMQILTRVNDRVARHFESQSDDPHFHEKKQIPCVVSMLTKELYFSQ
Caspase-1 inhib: caspase-1 (human) inhibition, allosteric or competitive; P29466; Caspase-1 enzyme, Ac-WEHD-AFC fluorogenic rate; Potency, µM (titrated, usually from 57.5 µM), for inactives: at the top dose activity change, negative = inhibition, hits mostly inhibitors; hit rate 0.03% among 75,000;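 also: potency is read from the fitted curve at half-maximal effect; plate controls were vehicle for no effect and no substrate for full effect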
FLuc inh: blocks Photinus pyralis firefly luciferase activity; P08659; purified firefly luciferase, luminescence, 8 min; Potency, µM (titrated, usually from 57.1 µM), for inactives: at the top dose activity change, negative = inhibition, hits mostly inhibitors; hit rate 2.2% among 72,000; AID 411; also: potency is read from the fitted curve at half-maximal effect; % is scaled to controls: 0 for no effect and ±100 for the full control effect; nearly all actives have a fitted effect of over 40% in size
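Luminescence read-out after 8 min at room temperature; enzyme reaction used luciferin plus 10 uM ATP (linear range) in imidazole buffer pH 7.2 with KCl, MgCl2, Tween 20 and BSA. Each sample was run as a titration.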
ERK AVP inh: blocks ERK signaling stimulated by vasopressin; HEK293-V1b, vasopressin-stimulated pERK AlphaScreen; Potency, µM (doses to about 57.5 µM), for the others: at the top dose activity, negative = inhibition, hits mostly inhibitors; hit rate 0.99% among 72,000; AID 995; also: potency is read from the fitted curve at half-maximal effect; % is scaled to controls: 0 for no effect and ±100 for the full control effect; nearly all actives have a fitted effect of over 55% in size
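Overnight-seeded V1b-HEK293 cells in 1% FBS got compound, then vasopressin (25 nM final, 5 min, 37C), then lysis buffer. AlphaScreen detection of phospho-ERK; activity normalized to basal and full-stimulation controls.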
Numbers without * were called inactive; i = inactive; ? = inconclusive; / = not tested or not shown; & = joins results of further samples; [ ] = remark or other dose. Unless noted, calls follow the shape of the dose curve; as a rule, active = well fitted curve in the direction sought with a large enough effect; inconclusive = small, poorly fitted or top-dose-only effect, or another doubt; inactive = no such curve, though single readings can be large; an effect the other way counts as inactive or inconclusive.

Results follow in this order: BRCT PPI red, CRE-bla Fsk, Caspase-7 inhib, A350 autofl, USP2a inhib, HEK293 cAMP cs, Caspase-1 inhib, ERK AVP inh, Tau filament bind, FLuc inh, BRCT PPI green
O=C1Nc2c(c(=O)[nH]c(=O)n2-c2ccccc2)C1(Nc1ncccn1)C(F)(F)F (stereo unspecified)
→ -1.1%, -6%, 1%, i, 5%, 7%, 2%, -2%, 0%, 4%, -1.1%
CCOC(=O)N1CCC(NC(=O)CSc2cc(=O)n(C)c3ccc(Cl)cc23)CC1
→ -1.0%, ?, -1%, i, -5%, 7%, 2%, 40%[activator], -22%, 1%, -1.3%
O=C(CCNS(=O)(=O)c1ccc(Br)s1)N1CCN(c2ccccc2)CC1
→ 0.0%, -8%, -3%, i, 5%, 12%, 0%, -4%, 10%, 1%, -0.9%
OCc1ccccc1
→ -0.9%, 0%, 0%, /, /, -15%, -2%, 13%, 16%, /, -0.5%
CCOCCCNCc1ccc(OC)c(OC)c1
→ 0.2%, -6%, -1%, i, -2%, 4%, -2%, -7%, -2%, 4%, -0.1%
CCCCN1C(=O)C2C(C(=O)Nc3cccc(OC)c3)C3C=CC2(O3)C1C(=O)NC1CCCCC1C (stereo unspecified)
→ 0.1%, 7%, -3%, i, 14%, 12%, 2%, 27%, 3%, -2%, -0.8%
CN(CCc1ccccn1)C(=O)c1nn2c(C(F)(F)F)cc(-c3ccco3)nc2c1Cl
→ -1.1%, 3.2µM*, -23%, /, 16%[7.66 µM], 19%[11.4 µM], ?, -28%, -1%[11.4 µM], -2%, 1.0%
COc1ccc(NC(=O)CCCn2c(=O)[nH]c3ccccc3c2=O)cc1
→ 0.5%, -3%, 1%, i, 3%, -2%, 0%, 10%, 8%, 2%, -0.6%
O=C(C1CCN(c2nnc(-n3cccc3)s2)CC1)N1CCN(Cc2ccc3c(c2)OCO3)CC1
→ 0.1%, -18%, -5%, /, /, 29%, 2%, ?, 81%, -5%, -1.1%
Cc1oc(-c2cccc(Cl)c2)nc1CN1CCCC(C(=O)NC(C)c2ccc3c(c2)OCCO3)C1 (stereo unspecified)
→ 0.2%, ?, -5%, /, /, 9%, -6%, ?, 264%, 1%, 2.3%
O=S1(=O)CCN2C(c3ccco3)=CSC2=N1
→ 0.8%, 6%, -1%, i, -5%, 2%, 2%, 6%, -4%, -9%, -0.1%
Cc1occc1C(=O)n1cnc2ccccc21
→ 0.5%, -20%, 1%, i, -1%, 3%, 0%, -24%, -5%, -4%, 1.5%
CO[C@H]1COC(=O)C/C=C\[C@H](C)[C@@H](OC)COC(=O)[C@H](C)COC(=O)C/C=C\[C@@H]1C
→ -0.3%[15.4 µM], /, 1%[11.5 µM], /, /, -1%[11.4 µM], -1%[11.5 µM], -5%[11.5 µM], /, -1%[11.4 µM], 0.1%[15.4 µM]
O=C(C1CC1)N1CCc2cc(Br)cc(S(=O)(=O)NC3CCCCC3)c21
→ 0.6%, ?, -4%, i, 47%[activator], 18%, -4%, -17%, 20%, 3%, 3.8%
CCCCn1c(CCC(=O)O)ccc1-c1cccs1
→ -0.2%, -1%, ?, /, /, ?, ?, -13%, -4%, 2%, -0.7%
C=Cc1c(C)c2cc3[nH]c(cc4nc(cc5nc(cc1[nH]2)C(C)=C5CCC(=O)O)C(CCC(=O)O)=C4C)c(C)c3C=C
→ -18%&-6.3%, 20%, -7%&-2%, i, -8%&2%, -12%, -7%&0%, 408%[activator], 5µM*, -19%, -0.5%[3.08 µM]
COC(=O)Nc1c(-c2ccccc2)nc2ccc(C)cn12
→ -1.3%, 5%, -1%, ?, -5%, ?, 1%, 2%, -1%, -9%, -1.4%
COc1cc(-c2nc(-c3ccc(-c4ccccc4)nc3OC)no2)cc(OC)c1OC
→ 0.8%, -2%, 8%, ?, -3%, 4%, -2%, 2%, 11%, 1%, -0.9%
CCc1ccccc1NC(=O)c1cc(C2CC2)on1
→ 0.2%, -10%, -3%, /, /, 14%, -4%, 19%, -11%, -2%, -0.1%
O=C(Nc1ccccc1)c1cnc[nH]1
→ -1.1%, -25%, 1%, i, 2%, 8%, 0%, -3%, 4%, -10%, -1.5%
COc1cc2c(C)c3c4c(cc(OC)c(OC)c4c2cc1OC)CCN3C
→ 0.6%, /, -15%, /, /, /, -10%, -29%, /, /, -1.4%
Cn1c2ccccc2c2cnn(CC(=O)O)c(=O)c21
→ 1.5%, /, 0%, /, /, 8%, -3%, /, /, /, -0.9%
COc1ccc(CC(=O)N(Cc2cc3cc(OC)ccc3[nH]c2=O)C(C)C)cc1
→ 0.2%, ?, -3%, 2.8e-07M*, 22%, 16%, 3%, -23%, 1%, 2%, 4.8%
COc1ccc(CNc2nc(-c3c(C)noc3C)nc3ccccc23)c(OC)c1
→ -2.0%, ?, -6%, i, 105%[activator], ?, -6%, ?, 85%, 1%[2.29 µM], 0.4%
CC(NC(=O)CSc1nc2ccccc2c(=O)n1CCCO)c1ccccc1 (stereo unspecified)
→ 0.7%, 2%, -2%, ?, 12%, 5%, -4%, -8%, 5%, -3%, 0.9%
CC(C)C(NC(=O)C1CCCCC1)C(=O)Nc1ccncc1 (stereo unspecified)
→ 2.4%, 15%, -2%, i, -3%, ?, 0%, 30%[activator], -2%, 1%, -9.8%
c1ccc(-c2noc(-c3ccc4c(c3)OCO4)n2)nc1
→ -0.2%, ?, -1%, i, 3%, 10%, 0%, -15%, 10%, 0.79µM*, -3.6%
CCCCNC(=O)Nc1c(C(=O)OCC)[nH]c2ccccc12
→ -4.1%, 10%, 0%, ?, -1%, 10%, 1%, 3%, -2%, 2%, 0.8%
CSc1ncccc1C(=O)OCC(=O)N(CC(C)C)C1CCS(=O)(=O)C1 (stereo unspecified)
→ -1.1%, 0%, 1%, i, 4%, -3%, 0%, -5%, -10%, 1%, -3.1%
O=C(NS(=O)(=O)c1ccccc1)c1ccccc1O
→ -1.9%, 0%, 0%, ?, -8%, 1%, -5%, -7%, -6%, -12%, -0.1%
NCCCCCc1nnc(SCC(=O)c2ccc(Cl)cc2)o1
→ 1.3%, -1%, -4%, i, -4%, 6%, -7%, 2%, 1%, -9%, -1.5%
COc1cc(C(=O)Nc2ccc3c(c2)OCCO3)ccc1OC(C)C
→ 0.0%, 11%, 0%, ?, 11%, -1%, -1%, -26%, -5%, 13µM*, 1.2%
O=C(CCCN1C(=O)C2C3C=CC(C3)C2C1=O)N1CCN(c2ccccc2)CC1 (stereo unspecified)
→ 1.1%, ?, -1%, i, 1%, 2%, 0%, 7%, 3%, 3%, -1.4%
CCc1c2c(nc3ccc(OC)cc13)COC2
→ -1.9%, ?, -4%, /, /, 11%, 4%, -16%, -4%, /, 1.5%
CCc1cc2c(=O)c(-c3nc4ccccc4n3C)c(C)oc2c(CN2CCOCC2)c1O
→ 0.5%, ?, -2%, /, 17%[7.66 µM], 3%[11.4 µM], -7%, -7%, 1%[11.4 µM], 0%, -0.4%
COc1ccc(OC)c(Nc2cc(C)nc3nc(C)nn23)c1
→ 0.3%, ?, -1%, /, /, 1%, 0%, -18%, -4%, 3%, 1.5%
CCN(CC)CCCC(C)n1c(-c2ccccc2)nc2c(NCCO)nc(C)nc21 (stereo unspecified)
→ -1.4%, ?, -1%, /, /, 22%, -3%, 8%, -12%, /, 0.3%
C=CCSC1=C(C#N)C(c2cccc(OC)c2)CC(=O)N1 (stereo unspecified)
→ 0.0%, 6%, 0%, i, ?, 4%, 0%, 12%, -1%, 1%, -3.2%
COc1cccc(-c2nnn(CC(=O)NC3CCCC3)n2)c1OC
→ -1.7%, 26%, -1%, i, -4%, 1%, 3%, -20%, -10%, -1%, -1.4%
CCCn1c(SCC(=O)Nc2ccc3c(c2)OCO3)nc2c1c(=O)n(C)c(=O)n2C
→ 0.7%, 2.5µM*, 1%, i, /, 15%, 0%, ?, -9%, 7%, 0.1%
CCCNC(=O)NS(=O)(=O)c1ccc(Cl)cc1
→ -1.5%, -6%, 2%, i, -6%, 16%, 3%, -11%, 3%, 1%[25.5 µM], -1.3%
C[C@]12CC[C@H]3c4ccc(O)cc4CC[C@@H]3[C@H]1CC[C@@H]2OP(=O)(O)O
→ -1.3%[15.4 µM], -2%[7.6 µM], 0%[11.5 µM], i, /, -10%[11.4 µM], -1%[11.5 µM], -9%[11.5 µM], 5%[11.4 µM], 2%[11.4 µM], 1.5%[15.4 µM]
Cc1cc(NC(=O)CCCC(=O)N(CC(=O)NCCc2ccccc2)Cc2ccc(F)cc2)no1
→ 0.3%, -10%, 0%, i, 18%, ?, 1%, -10%, 2%, 0%, 0.8%

High-throughput results (PubChem)
